From PubChem
hgDAF-12 ag – agonists of H. glycines DAF-12 nuclear receptor; actives 1.8% (n = 370,000); HEK293 GAL4-hgDAF12 UAS-luciferase reporter, agonist luminescence; normalized to butyrate control; activation, % at 6.8 µM;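 active = activation above a cutoff set at the mean of all screened compounds plus 3 SD, cut at about 10% in these data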;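 also: 0% = DMSO wells and 100% = sodium butyrate wells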
HGIII-sPLA2 inh – Inhibits HGIII-sPLA2 liposome hydrolysis, primary screen | inhibition, % at 12.2 µM | Q9NZ20 | QFRET BODIPY PC-A2 liposome hydrolysis, fluorescence | AID 743126 | actives 0.56% (n = 370,000);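 active = inhibition above mean plus 3 SD of compounds lying within the high and low control bounds, cut at about 19% in these data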;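 also: 0% = median of test compound wells and 100% = no enzyme DMSO wells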
hcDAF-12 act – activates DAF-12 receptor from parasite H. contortus; HEK293 hcDAF-12 lit1-tk-luc reporter, luminescence; 0% DMSO, 100% Δ7-dafachronic acid; activation, % at 6.8 µM; actives 1.4% (n = 370,000); AID 652067;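 active = activation above the mean of all tested compounds plus 3 SD, cut at about 5.5% in these data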;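 also: 100% = response to 3 µM Δ7-dafachronic acid high control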
PG9 Ab binder – small molecules binding HIV-1 gp120 antibody PG9. AID 624416. inhibition, % at 6.7 µM. actives 0.43% (n = 360,000). TR-FRET gp120-PG9 antibody binding; in the data active = inhibition above about 8.5%
NR1D1 modulator – Rev-erb alpha (human) modulation; activity, % at 10 µM; P20393; actives 0.79% (n = 370,000); Rev-erbα–FITC-DNA binding, fluorescence polarization, 90 min;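 active = activity above about 14%, limit read from the data; passing the limit was not always enough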;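 also: 0% = DMSO wells with 35 nM protein and 100% = DMSO wells with 750 nM protein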
Target sequence (P20393 whole entry, looked up): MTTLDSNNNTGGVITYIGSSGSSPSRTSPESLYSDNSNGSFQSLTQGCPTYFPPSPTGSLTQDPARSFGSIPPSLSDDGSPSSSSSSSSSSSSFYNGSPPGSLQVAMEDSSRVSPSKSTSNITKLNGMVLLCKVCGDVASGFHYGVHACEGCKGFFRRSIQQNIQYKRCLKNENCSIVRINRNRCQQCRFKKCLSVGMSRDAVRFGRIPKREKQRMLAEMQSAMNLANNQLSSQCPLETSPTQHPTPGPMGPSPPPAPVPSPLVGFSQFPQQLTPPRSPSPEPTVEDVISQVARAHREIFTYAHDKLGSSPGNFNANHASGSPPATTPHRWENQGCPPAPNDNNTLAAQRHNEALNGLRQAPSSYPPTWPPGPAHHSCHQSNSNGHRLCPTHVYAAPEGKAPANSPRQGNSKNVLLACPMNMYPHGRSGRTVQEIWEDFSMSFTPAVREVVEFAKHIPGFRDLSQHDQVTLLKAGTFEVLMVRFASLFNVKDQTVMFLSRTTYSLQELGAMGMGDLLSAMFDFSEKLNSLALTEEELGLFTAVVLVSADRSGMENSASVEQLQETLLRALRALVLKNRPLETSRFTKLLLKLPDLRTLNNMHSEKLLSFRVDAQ
PLC-beta3 inh – PLC-beta3 (human) inhibition, primary screen; inhibition, % at 12.2 µM; AID 720704; Q01970; actives 0.18% (n = 370,000); Purified PLC-beta3, fluorogenic substrate, fluorescence; in the data active = inhibition above about 11%;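 also: 0% = median of compound wells on plate and 100% = full blocker control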
GAA850 FXN act – increases GAA850 frataxin promoter reporter activity; HEK293 lucGAA850 FXN promoter luciferase reporter, 24 h; percent of 10 µM SAHA response; activation, % at 6 µM; actives 0.56% (n = 360,000); AID 540364;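 active = activation above the average of all compounds screened plus 3 SD, cutoff fixed separately per campaign, cut at about 7.5% in these data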;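 also: 0% = DMSO wells and 100% = 10 µM SAHA wells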
ssDAF-12 act – activates DAF-12 receptor from parasite S. stercoralis | activation, % at 6.8 µM | HEK293 ssDAF-12/GRIP1 lit1-tk-luc reporter, luminescence; % of 3 µM dafachronic acid response | actives 1% (n = 370,000);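 active = activation above the mean over all tested compounds plus 3 SD, cut at about 0.9% in these data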;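 also: 0% = DMSO-only wells and 100% = 3 µM delta7-dafachronic acid wells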
DAX1 inh-1 – NR0B1 (DAX1) inhibition; P51843; actives 0.99% (n = 340,000); HEK293 Gal4-DAX1 luciferase reporter, luminescence; inhibition, % at 6.75 µM; AID 504766;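 active = inhibition above the mean over all tested compounds plus 3 SD, cut at about 4.2% in these data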;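 also: 0% = DAX1-transfected cells with DMSO and 100% = empty-vector control cells with DMSO; inhibition shows as a rise in luminescence from relieved DAX1 repression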
Target sequence (P51843 207-470 limits assumed): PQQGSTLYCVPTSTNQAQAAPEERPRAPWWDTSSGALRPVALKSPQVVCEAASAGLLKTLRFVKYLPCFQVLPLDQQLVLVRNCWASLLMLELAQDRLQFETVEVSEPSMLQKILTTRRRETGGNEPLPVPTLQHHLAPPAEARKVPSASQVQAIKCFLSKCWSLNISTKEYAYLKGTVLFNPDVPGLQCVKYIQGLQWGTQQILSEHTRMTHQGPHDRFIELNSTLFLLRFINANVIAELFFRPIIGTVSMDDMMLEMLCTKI
DAX1 inh-2 – blocks DAX1 repression of SF-1 activated StAR promoter | HEK293T StAR-luciferase reporter, SF-1/DAX-1 repression relief | inhibition, % at 6.8 µM | actives 1.1% (n = 370,000) | AID 652010;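 active = inhibition above the mean over all tested compounds plus 3 SD, cut at about 3.6% in these data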;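 also: 0% = DAX-1 cells with DMSO and 100% = cells lacking DAX-1 with DMSO; higher inhibition means more luminescence from relief of DAX-1 repression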
SMARCA2 activ – increases SMARCA2 function in MMTV reporter cells; actives 1% (n = 370,000); MG213 cells, MMTV-luciferase reporter, dexamethasone, overnight; activation, % at 9.1 µM; AID 652017; in the data active = activation above about 7.8%;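 also: 0% = vehicle wells and 100% = reference activator wells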
Starred values were filed as active, the others as inactive; x = no result given.

SMILES	hgDAF-12 ag	HGIII-sPLA2 inh	hcDAF-12 act	PG9 Ab binder	NR1D1 modulator	PLC-beta3 inh	GAA850 FXN act	ssDAF-12 act	DAX1 inh-1	DAX1 inh-2	SMARCA2 activ
Cc1c(C)c2c(c(C)c1O)CCC(C)(C(=O)O)O2 (stereo unspecified)	1.4	-1	-0.9	-3.9	0	0	-1.3	-0.2	-1.1	-1.6	2
CC(=O)Nc1ccc(Nc2ccc3c4c(cc(=O)n3C)-c3ccccc3C(=O)c24)cc1	-1.6	8	-0.8	-1.1	-17	-12	1.7	-1.7	-0.2	0.8	-4
COc1ccc(CCNC(=O)C(=O)NCC2OCCCN2S(=O)(=O)c2cc(C)ccc2C)cc1 (stereo unspecified)	-0.7	2	-0.2	-2.0	-1	-7	-1.3	-1.2	0.4	-2.8	4
CN(C)c1ccc(C=c2c3ccccc3n3c2c2c([n+]3C)CCCC2)cc1	-16	39*	-6.0	-14	17	-23	-11	-2.5	-5.6	-6.4	-11
Cc1ccc(Cl)cc1NC(=O)c1ccccc1OCC(=O)Nc1ccc(Cl)cc1	-2.0	-1	1.2	1.7	5	1	1.3	-1.3	0.1	-0.2	0
Cc1ccc([N+](=O)[O-])cc1S(=O)(=O)NCCc1cn2ccccc2n1	-2.6	-3	0.0	-0.1	3	-8	-0.4	-1.3	0.2	0.8	1
CC1CCCC(NC(=O)COC(=O)c2cc(=O)[nH]c3ccccc23)C1C (stereo unspecified)	0.1	5	1.3	-0.8	2	-41	0.5	-1.3	0.9	1.8	-2
c1ccc(CN=C(NCc2ccccc2)NCc2ccccc2)cc1	-3.5	14	0.9	2.2	0	-2	-8.0	-0.6	0.1	-0.6	-3
CCOc1c(Cl)cc(CNC(C)(C)CC(C)(C)C)cc1OC	-2.0	4	-1.0	-0.1	3	6	0.1	-1.6	1.0	-0.5	-3
CCCCNC(=O)c1ccc(CS(=O)(=O)Cc2ccccc2F)o1	-2.4	2	-0.4	0.5	-1	1	-0.1	-1.7	-1.0	-0.3	-1
CCOc1ccc(CCNC(=O)CSc2nnnn2C)cc1OCC	0.7	-1	-0.9	-3.9	-3	3	0.0	-1.3	1.3	0.0	-1
O=c1c2ccccc2nc(SCc2nnc(-c3ccccc3Br)o2)n1-c1ccccc1	-0.6	-4	1.1	-0.8	x	4	0.5	-0.5	-0.6	0.3	2
CCN(CC#CCC1(O)c2ccccc2-c2ccccc21)CCO	2.5	-1	1.0	-4.5	4	0	1.6	-1.0	0.5	0.4	7
Cc1ccc(OCc2cc(C(=O)NC3CCOC3)no2)cc1C (stereo unspecified)	1.1	0	-0.8	1.1	-4	-9	2.7	0.0	1.1	0.5	-2
CCOc1ccc(-c2cc(CCCC(=O)NCCc3ccccc3)no2)cc1	-4.7	-5	-1.9	0.7	x	2	-11	-1.7	-1.1	-0.3	-4
O=C(O)c1ccccc1C(=O)OCCc1cc2ccccc2c(=O)o1	2.2	-3	-1.6	-0.8	-5	2	1.3	-1.1	0.5	0.3	1
CCSc1nnc(NC(=O)[C@@H](NC(=O)c2ccccc2F)C(C)C)s1	2.7	-4	0.0	0.5	-4	4	0.6	-0.9	1.8	-0.7	0
O=C(N[C@H](C(=O)N1CCC[C@H]1C(=O)NC1CCCC1)c1ccccc1)c1ccc(Cl)cc1Cl	-2.7	-5	-2.0	-1.6	4	0	x	-1.0	x	-0.5	-2
CCCC(CCC)C(=O)Nc1ccc2c(c1)N(C(=O)CCN1CCN(C)CC1)c1ccccc1CC2	-1.8	-11	-0.3	-0.8	-6	-13	-0.3	-0.3	-1.6	-0.2	-2
CCOC(=O)C1CCCN(Cc2ccccc2C)C1 (stereo unspecified)	0.9	2	0.0	-0.6	-5	4	1.4	-0.9	1.3	-0.4	-2
Cc1ccc(CNC(=O)C2CCC(=O)N(CC3CCCCC3)C2)o1 (stereo unspecified)	-0.8	2	-1.9	-2.5	-3	-4	1.3	-0.4	0.1	0.4	7
O=C(Cc1ccccc1)N[C@@H](Cc1ccccc1)c1nc2ccccc2[nH]1	2.4	-3	0.2	-0.3	0	4	-3.5	-1.4	-0.3	-0.1	0
COCCN1CC(C(=O)NCc2ncccc2C)CCC1=O (stereo unspecified)	-0.2	5	-1.3	0.6	-2	-8	1.7	-0.3	-0.2	0.2	-1
Cc1cc(C)c(S(=O)(=O)N2CCCC(C(=O)NC3CCCC3)C2)c(C)c1 (stereo unspecified)	-1.6	7	-1.2	0.2	-5	-3	0.0	-1.2	1.5	0.3	-1
O=C(CN(C1CCCCC1)S(=O)(=O)c1ccccc1)NCc1cccnc1	0.4	-3	-1.6	1.4	2	3	0.5	-0.9	-0.5	-0.1	0
Cc1cccc(NC(=O)COC(=O)C(NC(=O)c2cccc(S(=O)(=O)N3CCOCC3)c2)C(C)C)c1 (stereo unspecified)	-1.6	5	-0.7	-0.6	1	-3	-0.7	-1.4	-0.8	0.3	-2
C=CCN(c1ccccc1)S(=O)(=O)c1cccc(C(=O)NCC2CCCO2)c1 (stereo unspecified)	-1.8	-2	-1.3	-1.7	8	-8	0.2	-1.5	0.3	-0.3	-3
O=C(c1ccc(F)c(S(=O)(=O)N2CCOCC2)c1)N1CCN(c2ncccn2)CC1	1.5	5	0.5	-1.3	-2	-10	-0.8	-1.4	0.1	0.4	-3
CC(C)(C)NC(=O)c1ccc(COc2ccc(Cl)cc2Cl)o1	-4.8	-1	-3.8	3.3	1	-5	2.9	-2.0	0.4	-0.9	-2
CCCCOCP(=O)(CC)COCCCC	0.1	5	-1.1	1.1	-1	1	-1.3	-1.2	0.1	-0.4	-2
Cc1cnc(C(=O)OCC(=O)NC2CCCCC2)cn1	-0.7	1	-0.6	2.5	16	-3	0.2	-1.1	-0.3	-0.1	-2
Cc1ccc(C(=O)CSc2nnc(-c3ccncc3)n2C)cc1	-1.9	4	0.3	-1.0	-1	3	0.7	-1.1	1.0	-0.2	-3
CCOc1cc(C(=O)NC2=NCCS2)cc(OCC)c1OCC	1.8	-7	1.1	0.6	2	-2	-1.1	-1.4	1.9	1.5	-1
COCCCNC(=O)C1CC(=O)N(Cc2ccc(OC)cc2)C1 (stereo unspecified)	1.7	5	-0.5	0.5	-4	3	3.7	-1.4	1.9	0.6	0
CC(NC(=O)CCNC(=O)c1ccco1)c1ccccc1 (stereo unspecified)	2.1	5	-0.4	0.7	-1	-8	-2.0	-1.1	0.5	0.4	-2
Cc1ccccc1CC(=O)Nc1cccnc1	-1.6	8	0.1	2.6	2	-6	0.2	-1.2	-0.8	-0.1	-1
CSc1ccc(/C=C/C(=O)OCC(=O)NC2CCCCCC2)cc1	0.8	1	-1.2	-1.9	-5	-82	2.5	-0.8	1.1	-0.6	-6
O=C(c1cc(S(=O)(=O)N2CCOCC2)ccc1F)N(CCc1ccccc1)Cc1ccccc1	-1.6	-19	-2.0	-0.6	5	-5	-1.2	-1.2	0.1	-1.4	-2
CC(=O)c1cccc(NC(=O)c2ccccc2N(C)S(=O)(=O)c2ccc(C)cc2)c1	-2.4	12	-2.4	1.0	-3	-1	0.1	-1.6	-0.6	-0.4	-3
Cc1ccc(NC(=S)N(CCN(C)C)C(C)c2ccco2)cc1Cl (stereo unspecified)	1.8	9	1.4	0.9	4	-4	1.0	-0.9	-0.2	-0.3	-3
COc1cc(OC)cc(C(=O)Nc2ccc3nc4n(c(=O)c3c2)CCCCC4)c1	1.1	6	-1.5	-0.1	0	-9	1.7	-1.4	-0.4	6.0*	2
CCCCn1c(N)c(N(CC(C)C)C(=O)C2CC(=O)N(Cc3ccccc3)C2)c(=O)[nH]c1=O (stereo unspecified)	-3.6	13	1.3	0.4	-4	-11	-1.7	0.6	1.3	-0.1	0
COc1ccccc1N1CCN(c2cnccn2)CC1	5.9	1	-0.2	2.8	-3	3	2.5	-1.4	0.3	1.1	0
CC(=O)NC(C)C(=O)OCC(=O)c1ccc(Cl)s1 (stereo unspecified)	2.1	-4	-0.4	2.2	-1	2	-1.1	-0.7	0.3	-0.7	5
Cn1c(C(=O)N2CCCc3ccccc32)cc2sccc21	1.4	-2	-1.1	0.7	-3	-9	-1.7	-1.3	-0.4	-0.4	1
O=Cc1ccc(OC(=O)c2cc(Cl)nc3ccccc23)cc1	-2.1	-2	2.5	-1.6	-1	4	3.1	0.8	0.9	-0.6	2
CCOC(=O)C1CCN(c2c(NCc3ccc(C(=O)N(C)Cc4ccccc4)cc3)c(=O)c2=O)CC1	-4.7	-8	-0.5	-4.1	-4	1	1.6	-1.5	0.9	-0.7	-1
CCC(CO)NCC#Cc1ccccc1 (stereo unspecified)	5.2	1	2.6	0.2	-3	0	1.0	-1.4	2.0	-0.5	0
COc1cccc(-c2nc(CS(=O)(=O)CC(=O)N3CCCCC3)c(C)o2)c1	0.8	2	-1.6	0.9	-7	-7	-2.1	-1.4	-0.9	0.7	-1
C[C@H](CO)N1C[C@H](C)[C@@H](CN(C)S(=O)(=O)c2ccc(Oc3ccccc3)nc2)OCc2cnnn2CCCC1=O	-0.5	5	0.1	2.2	3	1	-0.8	-0.9	-0.5	0.6	-3
CCN(C(=O)C1CCCCC1)c1nnc(-c2cccnc2)s1	-3.2	-6	-2.0	0.9	1	0	1.9	-0.9	-1.5	-0.4	-7
CCOC(=O)N1CCC(NS(=O)(=O)c2ccc3c(c2)CCN3C(C)=O)CC1	-5.2	2	-3.6	-2.1	0	6	0.5	-1.0	-2.0	-1.1	-6
C=CCc1ccc(OCCOCCOc2ccccc2[N+](=O)[O-])c(OC)c1	0.1	-36	-1.7	-2.2	4	1	-0.4	-1.6	-0.1	-0.6	1
COC(=O)c1ccc(CSc2nnc(-c3ccccc3)n2C)o1	-1.7	-1	0.8	0.5	0	4	2.4	-1.1	0.4	0.0	0
CN(c1ccc2nc3ccccc3c(=O)n2n1)C1CCCCC1	-18	1	-6.2	-3.3	-5	-40	-13	-3.1	-8.7	-3.7	-7
O=C(O)CCC(=O)N1CCN(c2nc(-c3ccccc3)c3cc(Br)ccc3n2)CC1	-0.3	-3	-1.6	8.1	1	-229	4.0	-1.2	-0.4	-0.1	-2
CCOC(=O)C1CCN(C(=O)CSc2nc(N)cc(=O)[nH]2)CC1	0.2	1	-1.9	1.8	0	-5	0.3	-0.8	1.9	0.0	-2

Limited to DAX1 inh-1, HGIII-sPLA2 inh and NR1D1 modulator (three entries from above):
compound	DAX1 inh-1	HGIII-sPLA2 inh	NR1D1 modulator
CN(c1ccc2nc3ccccc3c(=O)n2n1)C1CCCCC1	-8.7	1	-5
O=C(O)CCC(=O)N1CCN(c2nc(-c3ccccc3)c3cc(Br)ccc3n2)CC1	-0.4	-3	1
CCOC(=O)C1CCN(C(=O)CSc2nc(N)cc(=O)[nH]2)CC1	1.9	1	0
